HepG2 tox = HepG2 cytotoxicity, counter-screen for TGF-b inhibitors | Potency, µM (doses to about 46.1 µM), inactives show top-dose activity change, negative = cytotoxicity, most hits filed as cytotoxic | HepG2 CAGA-GFP viability, ATP luminescence, 18 h | hit rate 0.76% among 410,000; further: potency means the concentration at half of the fitted maximal effect; some results filed as inactive show a strong effect at the top dose
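CellTiter-Glo luminescence gave cytotoxicity after 18 hours at 37 degrees C. The cells were HepG2 CAGA-GFP in 1% FBS DMEM, stimulated with 500 pg/mL TGF-beta after compound addition. %Activity was normalised to no-cell wells (complete cell-killing) and DMSO (no toxicity), and curves were fitted and classified.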
IL-2 act = IL-2 activation; AID 652025; IL-2 activation reporter assay, cell-based qHTS; stimulated with anti-CD3/CD4/CD28 beads; in transgenic mouse T cells; activation, % (series mostly up to about 46 µM); hit rate 0.065% among 360,000; in the data active means activation above about 50%; inconclusive means mostly about 30% to 49%; further: 0% is about no effect
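Unstimulated transgenic mouse T cells preincubated 60 min with compound, then stimulated with anti-CD3/anti-CD4-coated beads plus anti-CD28 for 18 h at 37 degrees C. IL-2 response read as EGFP and DsRed fluorescence by plate cytometry.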
Nrf2 inh = Nrf2 pathway inhibition; A549 ARE-Fluc reporter, luciferase luminescence, 18-24 h; Potency, µM (series often up to 46 µM), inactives show at the highest dose activity change, negative = inhibition, usual class: inhibitors; hit rate 2.1% among 360,000; AID 504444; further: potency means the concentration at half of the fitted maximal effect; on the % scale 0 is the no-effect control and ±100 the full control effect; nearly all actives have a fitted effect of over 60% in size
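Nrf2 activity is the BugLite luminescence, read 15 min after reagent at room temperature, following CellTiter-Fluor cytotoxicity readout (30 min, 37C). Compound titrations were applied for 18-24 h to 5000 A549 ARE_Fluc cells/well in 5% FBS OPTI-MEM.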
EPAC2 ag = activates human EPAC2 exchange factor; EPAC2 activation, biochemical qHTS; response scale: 100% = 6.5 mM cAMP response; hit rate 0.079% among 360,000; Q8WZA2; AID 720711; Potency, µM (doses to about 154 µM), without a hit: at the highest dose activation, hits mostly activators; further: potency means the concentration at half of the fitted maximal effect; nearly all actives have a fitted effect of over 50% in size
Target sequence (Q8WZA2 whole entry, looked up): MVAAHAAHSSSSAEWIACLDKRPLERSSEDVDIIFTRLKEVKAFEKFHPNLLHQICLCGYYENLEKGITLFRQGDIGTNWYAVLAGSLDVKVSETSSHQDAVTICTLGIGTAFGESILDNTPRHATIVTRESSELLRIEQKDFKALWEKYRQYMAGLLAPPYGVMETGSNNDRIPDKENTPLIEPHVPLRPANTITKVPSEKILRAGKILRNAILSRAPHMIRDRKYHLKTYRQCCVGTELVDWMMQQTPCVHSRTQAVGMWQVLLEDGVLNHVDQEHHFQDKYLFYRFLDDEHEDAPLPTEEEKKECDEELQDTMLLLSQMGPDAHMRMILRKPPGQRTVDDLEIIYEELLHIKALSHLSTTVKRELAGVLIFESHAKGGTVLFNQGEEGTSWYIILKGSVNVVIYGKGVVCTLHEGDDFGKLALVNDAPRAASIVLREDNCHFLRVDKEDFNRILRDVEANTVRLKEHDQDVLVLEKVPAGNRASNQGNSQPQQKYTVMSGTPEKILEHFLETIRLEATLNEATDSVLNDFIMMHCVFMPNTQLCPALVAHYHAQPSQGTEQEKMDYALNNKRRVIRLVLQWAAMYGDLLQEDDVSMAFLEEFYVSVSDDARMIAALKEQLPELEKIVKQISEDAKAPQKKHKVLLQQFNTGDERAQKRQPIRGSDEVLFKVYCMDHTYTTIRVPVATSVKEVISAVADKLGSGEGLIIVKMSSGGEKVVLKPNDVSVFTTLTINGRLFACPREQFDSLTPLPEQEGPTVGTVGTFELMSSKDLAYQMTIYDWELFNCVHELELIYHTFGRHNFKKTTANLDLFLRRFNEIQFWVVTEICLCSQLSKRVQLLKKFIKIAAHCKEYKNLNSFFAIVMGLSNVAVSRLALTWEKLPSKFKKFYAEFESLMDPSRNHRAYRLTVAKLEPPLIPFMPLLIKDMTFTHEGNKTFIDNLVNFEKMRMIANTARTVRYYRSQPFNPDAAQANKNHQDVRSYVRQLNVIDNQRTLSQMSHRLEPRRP
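Readout is BODIPY fluorescence (480 nm excitation, 540 nm emission), which falls as labeled GDP is exchanged off Rap1B. EPAC2 at 100 nM acted on 250 nM RAP1B-BODIPY-GDP with 50 uM GDP present.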
ATXN2 expr inh = reduces ATXN2 reporter expression in HEK-293 cells; AID 1745845; Potency, µM (titrated, usually from 57 µM), inactives show top-dose activity change, negative = inhibition, most hits filed as inhibitors; hit rate 0.72% among 360,000; HEK-293 ATXN2-luciferase reporter, luminescence, 24 h; further: potency means the concentration at half of the fitted maximal effect; on the % scale 0 is the no-effect control and ±100 the full control effect; nearly all actives have a fitted effect of over 55% in size
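ATXN2-luciferase reporter cells (luciferase flanked by upstream and downstream ATXN2 gene portions) were treated 24 h at 37 °C with compounds at up to 57 uM. SteadyGlo luminescence gave expression; GF-AFC fluorescence gave viability.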
A549 viability = A549 cytotoxicity, counter-screen for Nrf2 inhibitors | Potency, µM (series often up to 46 µM), for the others: at the top dose activity change, negative = cytotoxicity, actives largely listed as inhibitors | AID 504648 | A549 ARE-Fluc cells, CellTiter-Fluor viability, 18-24 h | hit rate 0.16% among 390,000; further: potency means the concentration at half of the fitted maximal effect; on the % scale 0 is the no-effect control and ±100 the full control effect
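A549 ARE_Fluc cells in 5% FBS OPTI-MEM were exposed to compounds in concentration-response for 18-24 h at 37 deg C. Viability was read by CellTiter-Fluor fluorescence (Ex 405/Em 525) after 30 min, before the luciferase read.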
Nrf2 ARE act = activates Nrf2 signaling. AREc32 ARE-luciferase reporter (MCF7-derived line), luminescence, 24 h. Potency, µM (highest dose often 46.1 µM), for the others: at the top dose activation, usual class: activators. hit rate 0.31% among 410,000; further: potency means the concentration at half of the fitted maximal effect; % of control where 0% means no effect; nearly all actives have a fitted effect of over 65% in size
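Steps: seed AREc32_Fluc cells (1000/well, 5% FBS OPTI-MEM); incubate overnight at 37 deg C; add 23 nL compound; incubate 24 hr; add Steady-Glo; hold 30 min RT; read luminescence.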
ATXN viability = reduces viability in counter-screen for ATXN expression inhibitors; S2 cells (HEK-293 line with an ATXN2-luciferase reporter) viability, CellTiter-Fluor protease fluorescence, 24 h; Potency, µM (titrated, usually from 56.7 µM), actives largely listed as cytotoxic; hit rate 0.49% among 400,000; further: potency means the concentration at half of the fitted maximal effect; nearly all actives have a fitted effect of over 40% in size
TGFb inhibitor = inhibitors of TGF-b signaling. AID 588855. hit rate 1.2% among 410,000. HepG2 CAGA-GFP TGF-b/SMAD3 reporter, GFP fluorescence, 18 h; TGF-beta stimulated, 500 pg/mL final. Potency, µM (doses to about 46.1 µM), inactives show top-dose activity, negative = inhibition, most hits filed as inhibitors; further: potency means the concentration at half of the fitted maximal effect; on the % scale 0 is the no-effect control and ±100 the full control effect; nearly all actives have a fitted effect of over 65% in size
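Inhibition was scored as loss of TGF-beta-induced (500 pg/mL final, 18 hours, 37 degrees C) GFP in HEPG2 cells carrying a CAGA-GFP reporter, in DMEM with 1% FBS. Well GFP was summed per cell; Activity was normalised to unstimulated and stimulated DMSO wells, then concentration-response fitting.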
Starred values were filed as active, the others as inactive; [ ] = another dose, or the depositor's remark. Unless noted, the call rests on the fitted dose curve; in most records, active means well fitted curve in the direction sought with a large enough effect; inconclusive means small, poorly fitted or top-dose-only effect, or another doubt; inactive means no such curve, though single readings can be large; an effect the other way counts as inactive or inconclusive.

For CC(C)CCn1nc(C(=O)OC(C)C(=O)NC(N)=O)c2ccccc2c1=O (stereo not drawn) the results were HepG2 tox -8.5%, IL-2 act -1.4, Nrf2 inh 12.9%, EPAC2 ag 0.5%, ATXN2 expr inh 1.4%, A549 viability 3.6%, Nrf2 ARE act -0.1%, ATXN viability inactive and TGFb inhibitor -15.0%.
Screening O=C(NCc1ccccc1)c1cc(C2CCCN(C(=O)c3ccccc3)C2)on1 (stereo not drawn) returned HepG2 tox -17.8%, IL-2 act -0.4, EPAC2 ag 9.5%, ATXN2 expr inh 0.7%, Nrf2 ARE act -0.8%, ATXN viability inactive and TGFb inhibitor 0.0%.
For Cc1ccc(S(=O)(=O)CCC(=O)OCC(=O)Nc2cccc(S(=O)(=O)N3CCCCC3)c2)cc1 the results were HepG2 tox 14.2%, IL-2 act -0.1, EPAC2 ag 7.7%, Nrf2 ARE act -2.0%, ATXN viability inactive and TGFb inhibitor 15.5%.
For CC1CCN(C2(O)C(=O)Nc3ccc([N+](=O)[O-])cc32)CC1 (stereo not drawn) the results were HepG2 tox -14.8%, IL-2 act -0.5, Nrf2 inh -2.7%, EPAC2 ag -4.7%, ATXN2 expr inh -6.0%, A549 viability -18.3%, Nrf2 ARE act 0.1%, ATXN viability inactive and TGFb inhibitor 26.9%.
CN1CC(=O)N(CC(=O)Nc2ccc(N(C)C)cc2)c2ccccc2C1=O was read as HepG2 tox 0.6%, IL-2 act 1.6, Nrf2 inh 25.1%, EPAC2 ag -4.7%, ATXN2 expr inh -5.2%, A549 viability 4.9%, Nrf2 ARE act -1.0%, ATXN viability inactive and TGFb inhibitor -0.3%.
For COc1ccc(C(=O)NCC(c2ccc(N(C)C)cc2)N2CCCC2)cc1 (stereo not drawn) the results were HepG2 tox -21.5%, ATXN2 expr inh -10.0%, A549 viability -1.9%, Nrf2 ARE act -0.1%, ATXN viability inactive and TGFb inhibitor -1.2%.
`CC(=O)Nc1ccc(S(=O)(=O)NC(C(=O)O)C(C)O)cc1` (stereo not drawn) gave HepG2 tox 13.3%, IL-2 act -2.9, Nrf2 inh inconclusive, EPAC2 ag 7.7%, ATXN2 expr inh 1.9%, A549 viability 13.5%, Nrf2 ARE act -0.2%, ATXN viability inactive and TGFb inhibitor 16.3%.
For COc1ccc(N(CC(=O)NCCSCc2ccco2)S(=O)(=O)c2ccc(C)cc2)cc1 the results were HepG2 tox -6.0%, IL-2 act -3.4, Nrf2 inh -9.5%, EPAC2 ag 2.1%, ATXN2 expr inh 5.3%[11.3 µM], A549 viability 0.5%, Nrf2 ARE act 0.6%, ATXN viability inactive and TGFb inhibitor -10.2%.
`CCOc1cc(C(=O)NC(=S)Nc2nc(C)cc(C)n2)cc(OCC)c1OCC` gave HepG2 tox -2.1%, IL-2 act -2.7, Nrf2 inh -4.6%, EPAC2 ag -7.2%, ATXN2 expr inh 3.1%, A549 viability 6.7%, Nrf2 ARE act -0.6%, ATXN viability inactive and TGFb inhibitor 1.8%.
Screening CC(C)C(=O)OC1CCS(=O)(=O)c2sccc21 (stereo not drawn) returned HepG2 tox 1.6%, IL-2 act -1.5, Nrf2 inh -0.1%, EPAC2 ag 2.4%, ATXN2 expr inh 3.7%, A549 viability -5.9%, Nrf2 ARE act -0.6%, ATXN viability inactive and TGFb inhibitor 10.5%.
CCOC(=O)C1CCCN(C(=O)c2cc3c(-c4cccc(OC)c4)nn(C)c3s2)C1 (stereo not drawn) was read as HepG2 tox -9.3%, IL-2 act -2.6, Nrf2 inh 2.1%, EPAC2 ag 9.6%, ATXN2 expr inh -29.0%, A549 viability -21.4%, Nrf2 ARE act -0.3%, ATXN viability inactive and TGFb inhibitor -4.6%.
O=C(N=C1SC2CS(=O)(=O)CC2N1c1ccc(F)c(Cl)c1)C1CC1 (stereo not drawn) was read as HepG2 tox 1.4%, IL-2 act -0.2, Nrf2 inh inconclusive, EPAC2 ag 3.7%, A549 viability 8.0%, Nrf2 ARE act 0.6%, ATXN viability inactive and TGFb inhibitor -0.8%.
CC(C)C(C)NC(=O)CSc1ccc(S(=O)(=O)N2CCOCC2)cn1 (stereo not drawn) was read as HepG2 tox 4.8%, IL-2 act -0.3, Nrf2 inh -1.0%, EPAC2 ag 6.5%, ATXN2 expr inh -0.7%, A549 viability 4.4%, Nrf2 ARE act -0.3%, ATXN viability inactive and TGFb inhibitor -8.2%.
Cc1cc(C)n(CCN(C)C(=O)CCc2nnc(-c3ccc4c(c3)OCO4)o2)n1 was read as HepG2 tox -0.2%, IL-2 act 1.9, Nrf2 inh 24.3%, EPAC2 ag 6.6%, ATXN2 expr inh 3.4%, A549 viability -7.7%, Nrf2 ARE act -0.4%, ATXN viability inactive and TGFb inhibitor 1.4%.
For COc1ccccc1CNC(=O)C1CCN(S(=O)(=O)c2c(C)noc2/C=C/c2c(C)cc(C)cc2C)CC1 the results were HepG2 tox -2.0%, A549 viability 1.8%, Nrf2 ARE act 1.0% and TGFb inhibitor -6.3%.
CC(Oc1ccccc1F)C(=O)NNC(=O)CC(C)c1ccccc1 (stereo not drawn) was read as HepG2 tox 0.891µM*, IL-2 act 0.9, Nrf2 inh 5.1%, EPAC2 ag -2.7%, ATXN2 expr inh 6.8%, A549 viability -0.3%, Nrf2 ARE act -0.4%, ATXN viability inactive and TGFb inhibitor -16.4%.
Screening O=C(Nc1cccc(OCc2cc(=O)n3ccccc3n2)c1)Nc1cccc(C(F)(F)F)c1 returned HepG2 tox -9.6%, A549 viability 19.0%, Nrf2 ARE act -0.7% and TGFb inhibitor -25.1%.
Screening O=C(CCCNC(=O)/C(=C\c1ccc(F)cc1)NC(=O)c1ccccc1)OCc1ccccc1 returned HepG2 tox -20.3%, IL-2 act -0.2, Nrf2 inh -9.0%, EPAC2 ag 12.4%, ATXN2 expr inh -7.1%, A549 viability -4.8%, Nrf2 ARE act -0.3%, ATXN viability inactive and TGFb inhibitor -0.7%.
COc1ccc(C(C)=O)cc1CN1C(=O)C(C)ON=C1c1ncccc1C (stereo not drawn) was read as HepG2 tox 10.6%, IL-2 act -0.6, EPAC2 ag 0.1%, ATXN2 expr inh 20.0%, Nrf2 ARE act 0.1%, ATXN viability inactive and TGFb inhibitor 7.2%.
Screening O=c1cc(CN2CCN(c3ccccc3F)CC2)c2cc(O)c(-c3ccccc3)cc2o1 returned HepG2 tox -0.8%, IL-2 act -1.8, Nrf2 inh -2.6%, EPAC2 ag 12.2%, ATXN2 expr inh -17.2%, A549 viability -4.5%, Nrf2 ARE act 0.3%, ATXN viability inactive and TGFb inhibitor 13.9%.
CC(=O)NC(=S)Nc1ccc(NC(=O)COc2ccc(Cl)cc2)cc1 was read as HepG2 tox -8.1%, IL-2 act -1.5, Nrf2 inh -17.6%, EPAC2 ag -2.2%, ATXN2 expr inh -18.8%, A549 viability -13.8%, Nrf2 ARE act 0.3%, ATXN viability inactive and TGFb inhibitor -10.2%.
Screening O=C(CCCCn1c(=O)c2ccccc2n(CC(=O)NC2CCCC2)c1=O)NCc1ccco1 returned HepG2 tox 8.3%, IL-2 act 1.2, EPAC2 ag -2.8%, ATXN2 expr inh -10.0%, A549 viability 2.6%, Nrf2 ARE act -0.4%, ATXN viability inactive and TGFb inhibitor -12.3%.
CCc1ccc(C(=O)NC(C(=O)NCC2CCCO2)C(C)C)cc1 (stereo not drawn) was read as HepG2 tox -3.2%, IL-2 act -1.4, Nrf2 inh -2.2%, EPAC2 ag 8.5%, ATXN2 expr inh -3.9%, A549 viability 5.6%, Nrf2 ARE act -0.3%, ATXN viability inactive and TGFb inhibitor -12.6%.
`Cc1ccc(C(=O)Nc2ncccc2C)cc1S(=O)(=O)N1CCOCC1` gave HepG2 tox -3.0%, IL-2 act -0.4, Nrf2 inh 2.1%, EPAC2 ag -2.6%, A549 viability -4.0%, Nrf2 ARE act 0.0%, ATXN viability inactive and TGFb inhibitor 18.8%.
For COc1ccc(NC(=O)CN(C)C(=O)CCNS(=O)(=O)c2ccc(Br)cc2)cc1 the results were HepG2 tox -23.5%, IL-2 act -0.5, Nrf2 inh -14.1%, EPAC2 ag -2.2%, ATXN2 expr inh -0.7%, A549 viability -0.3%, Nrf2 ARE act -0.8%, ATXN viability inactive and TGFb inhibitor -8.1%.
For CC(/C=N/NC(=O)c1cc(C(C)C)[nH]n1)=C\c1ccccc1 the results were HepG2 tox -33.4%, IL-2 act 0.8, Nrf2 inh inconclusive, EPAC2 ag -3.3%, ATXN2 expr inh -12.4%, A549 viability -15.7%, Nrf2 ARE act 0.3%, ATXN viability inactive and TGFb inhibitor inconclusive.
Screening CCN1CCN(CC(=O)Nc2c(OC)cccc2OC)CC1 returned HepG2 tox -0.5%, IL-2 act -2.5, Nrf2 inh -6.3%, EPAC2 ag 9.6%, ATXN2 expr inh -16.6%, A549 viability 0.3%, Nrf2 ARE act -0.9%, ATXN viability inactive and TGFb inhibitor 14.5%.

Reprinted from the listing (two entries):
CC(C)C(C)NC(=O)CSc1ccc(S(=O)(=O)N2CCOCC2)cn1 (stereo not drawn) was read as HepG2 tox 4.8%, IL-2 act -0.3, Nrf2 inh -1.0%, EPAC2 ag 6.5%, ATXN2 expr inh -0.7%, A549 viability 4.4%, Nrf2 ARE act -0.3%, ATXN viability inactive and TGFb inhibitor -8.2%.
Cc1cc(C)n(CCN(C)C(=O)CCc2nnc(-c3ccc4c(c3)OCO4)o2)n1 was read as HepG2 tox -0.2%, IL-2 act 1.9, Nrf2 inh 24.3%, EPAC2 ag 6.6%, ATXN2 expr inh 3.4%, A549 viability -7.7%, Nrf2 ARE act -0.4%, ATXN viability inactive and TGFb inhibitor 1.4%.
